L3MBTL1 inh = L3MBTL1 (human) inhibition | Q9Y468 | AlphaScreen L3MBTL1–H3K9me1 peptide binding | Potency, µM (titrated, usually from 57.1 µM), without a hit: at the highest dose activity, negative = inhibition, most hits filed as inhibitors | 230,000 tested, 0.66% active; active = well fitted inhibition curve with a large enough effect; inconclusive = small, poorly fitted or top-dose-only effect; inactive = no such curve, though single readings can be large or run the other way; note: nearly all actives have a fitted effect of over 60% in size
Target sequence (Q9Y468 whole entry, looked up): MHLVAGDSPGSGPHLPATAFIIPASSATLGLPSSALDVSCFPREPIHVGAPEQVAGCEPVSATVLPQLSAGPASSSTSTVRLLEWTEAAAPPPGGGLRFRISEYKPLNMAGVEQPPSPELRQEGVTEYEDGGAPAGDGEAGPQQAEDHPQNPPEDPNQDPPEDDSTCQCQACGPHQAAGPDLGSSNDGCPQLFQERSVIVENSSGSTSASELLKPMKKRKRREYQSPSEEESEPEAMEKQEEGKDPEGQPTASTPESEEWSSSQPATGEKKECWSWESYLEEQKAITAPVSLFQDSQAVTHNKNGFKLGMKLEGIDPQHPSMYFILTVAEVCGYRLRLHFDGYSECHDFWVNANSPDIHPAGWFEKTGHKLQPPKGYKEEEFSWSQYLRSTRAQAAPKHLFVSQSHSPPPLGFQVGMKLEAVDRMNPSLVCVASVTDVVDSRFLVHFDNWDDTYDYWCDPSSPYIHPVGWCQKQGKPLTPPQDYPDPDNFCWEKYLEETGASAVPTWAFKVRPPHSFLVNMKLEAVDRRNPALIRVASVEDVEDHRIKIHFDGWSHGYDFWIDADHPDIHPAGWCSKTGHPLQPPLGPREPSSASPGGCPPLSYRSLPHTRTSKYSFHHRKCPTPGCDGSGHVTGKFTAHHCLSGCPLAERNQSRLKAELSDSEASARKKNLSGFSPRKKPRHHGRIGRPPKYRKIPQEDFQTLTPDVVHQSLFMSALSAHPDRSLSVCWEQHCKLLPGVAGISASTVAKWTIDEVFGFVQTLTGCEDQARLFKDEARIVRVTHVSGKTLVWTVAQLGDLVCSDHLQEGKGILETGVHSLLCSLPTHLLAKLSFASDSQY
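L3MBTL1 50 nM + b-AHA-H3(1-15)K9me1 75 nM, 30 min RT; compound added, 30 min RT; streptavidin donor/Ni-chelate acceptor beads 10 ug/mL each final, 30 min RT dark; AlphaScreen read.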
Numbers without * were called inactive; ? = inconclusive; & = joins results of further samples; [ ] = dose if it differs, or a comment. % is set by controls: 0 for no effect and ±100 for the full control effect; potency is the fitted concentration of half-maximal effect.

SMILES	L3MBTL1 inh
O=C(Nc1cccc(S(=O)(=O)NC2=NCCC2)c1)c1ccccc1	8.1%
COc1ccc2[nH]c3c(c2c1)CCN1C(=O)C(CC(=O)NCc2ccc(OC)c(OC)c2)C[C@H](C(=O)N(C(C)C)C(C)C)[C@@]31C (stereo partly specified)	-7.0%
O=C(CCC(=O)N1CCN(S(=O)(=O)c2ccccc2)CC1)c1ccc(Br)cc1	1.1%
COc1ccc(CCC(=O)N2CCN(S(=O)(=O)c3ccc(C)cc3)CC2)cc1	0.2%
Cc1ccc(OCC(=O)Nc2ccc(S(=O)(=O)Nc3cc(C)nc(C)n3)cc2)c(C)c1	7.9%
Cc1cccc(NC(=O)CNC(=O)CSc2ncccn2)c1C	4.2%
Cc1ccc(NC(=O)CSc2nnc3ccc(-c4cccnc4)nn23)cc1	11.1%
CC(=O)c1ccc(NC(=O)CSc2nc(=O)n3cccc(C)c3n2)cc1	6.9%
COc1ccc([C@H]2CC(=O)C=C(c3cccc(OC(F)(F)F)c3)C2)cc1	3.0%
CCCCN(C(=O)c1ccc2ccccc2c1)c1c(N)n(CCCC)c(=O)[nH]c1=O	3.9%
Cc1cc(C)n(CC(=O)NNC(=O)c2ccc(S(C)(=O)=O)cc2)n1	9.5%
Cn1c(N)c(C(=O)c2ccc(Cl)c(S(=O)(=O)N3CCCCCC3)c2)c(=O)n(C)c1=O	3.4%
COc1ccccc1OCC(=O)NC1CCSc2ccccc21 (stereo unspecified)	-8.6%
CC(=O)N1CCN(S(=O)(=O)c2cccc(C(=O)NCc3ccc(F)cc3)c2)CC1	3.6%
Cc1csc(CNc2ncnc3ccc(-c4ccc5c(c4)OCCO5)cc23)c1	-10.7%&-10.0%
CCOC(=O)C1CCN(C(=O)c2cccc(S(=O)(=O)NCc3ccccc3)c2)CC1	-2.8%
O=C(NNC(=O)c1cc(Cl)ccc1O)c1cccc(S(=O)(=O)N2CCOCC2)c1	-5.9%
CCCCN(C(=O)c1cccc(S(=O)(=O)N2CCN(C)CC2)c1)c1c(N)n(CCCC)c(=O)[nH]c1=O	-5.2%
COC(=O)c1c(-c2ccc(OC)cc2)oc2ccccc12	60.3%[activator]
CSCCC(NC(=O)c1ccco1)C(=O)N1CC(C)OC(C)C1 (stereo unspecified)	2.3%
CCc1cc2c(NCc3ccccc3)nc(C)nc2s1	15.0%
O=C(CN1C(=O)NC2(CCOc3ccccc32)C1=O)c1cccs1 (stereo unspecified)	-6.0%
Cc1ccc(S(=O)(=O)N2CCCN(Cc3nc4ccccc4c(=O)[nH]3)CC2)cc1	-1.0%
CCCN(C(=O)c1nc2nc(C)cc(C)n2n1)c1c(N)n(Cc2ccccc2)c(=O)[nH]c1=O	5.0%
CCC(C)Sc1cccc(-c2nc3ccc(C)cn3c2NCc2ccccc2)c1 (stereo unspecified)	-6.3%
COc1ccc(OCCOC(=O)c2cc(S(=O)(=O)N3CCOCC3)c(Cl)cc2Cl)cc1	12.4%
Cc1cccc(N2CC(C(=O)Nc3cccc(S(=O)(=O)N4CCCCC4)c3)CC2=O)c1C (stereo unspecified)	-2.4%
Cc1cc(C(=O)N2CC=C(c3ccccc3)CC2)c2ccccc2n1	-12.1%
Cc1nc(SCC(=O)N2CCOCC2)c2c(=O)n(C)c(=O)n(CC(C)C)c2n1	32.5%[activator]
Cc1csc(NC(=O)CSC2=NS(=O)(=O)c3ccccc3N2)n1	3.5%
O=C(Nc1cccc(S(=O)(=O)N2CCCCC2)c1)C1CC(=O)N(Cc2ccccc2)C1 (stereo unspecified)	-10.1%
COc1ccc(S(=O)(=O)N2CCOCC2)cc1NC(=O)C1CCCN1C(=O)c1cccs1 (stereo unspecified)	-6.0%
COc1cccc(CN(C)C(=O)CNC(=O)c2cccs2)c1OC	4.6%
COc1ccccc1NC(=O)Nc1nc(CC(=O)Nc2ccc(OC)c(OC)c2)cs1	-10.5%
COc1cc(-c2noc(C)c2C(=O)NCCCn2ccnc2)cc(OC)c1OC	-0.3%
CC(C)n1cnnc1SCC(=O)NCC(=O)Nc1ccc(F)cc1	-3.7%
Cc1cccc(C)c1NC(=O)CNC(=O)c1c(C)nn(-c2ccccc2)c1Cl	1.0%
CCOc1cc(N2CCOCC2)c(OCC)cc1NC(=O)c1cc(S(=O)(=O)N2CCOCC2)ccc1C	-19.6%
CCN1C(=O)[C@H]2[C@H]3CN=C(SCc4ccccc4)N3[C@@](CC)(C(=O)OC)[C@H]2C1=O	15.2%
CCOc1ccc(NC(=O)C(C)Oc2ccc(C#N)cc2)cc1S(=O)(=O)N1CCCC1 (stereo unspecified)	-5.6%
O=C(COC(=O)CSc1ccccc1)NCCNC(=O)COC(=O)CSc1ccccc1	0.3%
CC(=O)Nc1ccc(S(=O)(=O)NCCC(=O)Nc2ncccc2C)cc1	-3.8%
N#Cc1ccccc1S(=O)(=O)N1CCN(CC(=O)NCC2(N3CCOCC3)CCCCC2)CC1	8.4%
CCN(c1ccccc1)S(=O)(=O)c1ccc(OC)c(NC(=O)C2=NN(c3ccccc3)C(=O)CC2)c1	3.1%
CN(CC(=O)Nc1ccc(F)cc1)C(=O)COC(=O)/C=C/c1ccccc1[N+](=O)[O-]	1.2%
CC(=O)Nc1cccc(C(=O)N2CCN(S(=O)(=O)Cc3ccccc3)CC2)c1	8.7%
O=C(Nc1nc(-c2cc(F)ccc2F)cs1)C1=COCCO1	10.5%
COc1ccc(CNC(=O)CN2C(=O)NC(Cc3ccccc3)(c3ccccc3)C2=O)cc1OC (stereo unspecified)	-3.1%
CC1CC1C(=O)OCC(=O)NC(=O)c1ccc(C(C)(C)C)cc1 (stereo unspecified)	4.4%
CC(=O)c1c(C)[nH]c(C(=O)OCc2nnc(-c3ccc([N+](=O)[O-])cc3)o2)c1C	-8.0%
O=C(CC1CCCC1)Nc1ccc(Cl)c(S(=O)(=O)N2CCOCC2)c1	?
Cn1c2cc(C#N)sc2c2cnn(Cc3ccc(F)cc3)c(=O)c21	7.5%&7.5%
COC(=O)[C@@]12CCCCN1[C@H](c1ccc(-c3ccc(OC)cc3)cc1)[C@@H]1C(=O)N(C)C(=O)[C@@H]12	0.6%
COc1cccc(CN(C)C(=O)CSC(C)C(=O)Nc2cc(C)on2)c1OC (stereo unspecified)	5.8%
Cc1ccc(S(=O)(=O)N2CCN(C(=O)Cn3c(=O)oc4ccccc43)CC2)cc1	3.2%
O=C(COC(=O)CNC(=O)c1ccc(Cl)cc1Cl)NC(=O)NCc1ccccc1	-0.5%
Cc1ccc(S(=O)(=O)N(CC(=O)Nc2cccc(C)c2C)C(=O)N2CCN(C)CC2)cc1	-9.9%
N#CCCn1cc(C(=O)Nc2ccccn2)c(-c2ccccc2)n1	0.5%
C#CCOCCOCCOCCNc1nc(OC)nc(N2CCN(C(=O)[C@H](CCC(=O)O)n3cc(C(N)CO)nn3)CC2)n1 (stereo partly specified)	-11.9%
COc1cccc(CNC(=O)CCc2nc3cc(S(=O)(=O)N4CCOCC4)ccc3n2C)c1	-2.1%

Pulled by structure from above:
SMILES	L3MBTL1 inh
COc1ccc(CNC(=O)CN2C(=O)NC(Cc3ccccc3)(c3ccccc3)C2=O)cc1OC (stereo unspecified)	-3.1%
C#CCOCCOCCOCCNc1nc(OC)nc(N2CCN(C(=O)[C@H](CCC(=O)O)n3cc(C(N)CO)nn3)CC2)n1 (stereo partly specified)	-11.9%
COc1cccc(CN(C)C(=O)CSC(C)C(=O)Nc2cc(C)on2)c1OC (stereo unspecified)	5.8%
N#Cc1ccccc1S(=O)(=O)N1CCN(CC(=O)NCC2(N3CCOCC3)CCCCC2)CC1	8.4%
COc1cccc(CNC(=O)CCc2nc3cc(S(=O)(=O)N4CCOCC4)ccc3n2C)c1	-2.1%
N#CCCn1cc(C(=O)Nc2ccccn2)c(-c2ccccc2)n1	0.5%

New compounds follow:
SMILES	L3MBTL1 inh
Cc1ccc(S(=O)(=O)CCC(=O)OCC(=O)N2CCN(c3ccccc3)CC2)cc1	7.0%
CCOC(=O)c1ccc(NC(=O)CN2C(=O)CN(C(C)=O)C2=S)cc1	39.9%[activator]
Cc1ccc(S(=O)(=O)NCc2ccccc2)cc1C(=O)NCC(C)(C)N1CCOCC1	0.9%
O=C(Nc1cc(S(=O)(=O)N2CCCC2)ccc1Cl)c1ccncc1	-2.8%
CC(=O)c1ccc(S(=O)(=O)Nc2ccc(C(=O)NCC(c3cccs3)N3CCOCC3)cc2)cc1 (stereo unspecified)	8.6%
O=C(Nc1ccc2c(c1)N(S(=O)(=O)c1cccs1)CCC2)c1c(F)cccc1F	4.1%
CCOc1ccc(S(=O)(=O)NCCC(=O)N2CCCC(C)C2)cc1 (stereo unspecified)	6.1%
CCOC(=O)C1(Cc2cccc(OC)c2)CCCN(C(=O)CCSC)C1 (stereo unspecified)	5.1%
O=C1C=C(c2ccc(-c3ccccc3)cc2)C[C@@H](c2ccc(F)cc2)C1	1.2%
O=C(COc1ccc(F)cc1Br)Nc1ccccc1N1CCOCC1	7.1%
N#CCCN(C(=O)COC(=O)c1n[nH]c2ccccc12)c1ccccc1	-7.2%
CC(=O)N1CCC(CCCC2CCN(C(C)=O)CC2)CC1	-1.3%
Cc1cccc(C(=O)NCC(=O)Nc2ccncc2)c1	0.4%
CC(C)(Cc1ccc(O)cc1)NC(=O)SCc1ccccc1	14.1%
COc1ccc([C@H]2CC(=O)C=C(c3ccc4cc[nH]c4c3)C2)cc1	?
O=C(Cn1cc([N+](=O)[O-])ccc1=O)N1CCc2ccccc21	-1.4%
CCN(C(=O)CN1C(=O)NC(c2ccccc2)(c2ccc(C)c(C)c2)C1=O)C1CCS(=O)(=O)C1 (stereo unspecified)	4.1%
COc1ccc2c(c1OC)c(=O)n1c3ccc(OC(C)C(=O)NCCN4CCOCC4)cc3c3ccnc2c31 (stereo unspecified)	-5.4%
C[C@H](CO)N1C[C@H](C)[C@@H](CN(C)S(C)(=O)=O)Oc2c(NC(=O)Nc3ccccc3)cccc2C1=O	-7.3%
CC[C@@H]1C=C(C(=O)O)[C@H](c2ccc(C#N)cc2)N1S(=O)(=O)c1ccc(C)cc1	1.9%

A draw from above in order of molar mass, highest first.
SMILES	L3MBTL1 inh
O=C(COc1ccc(F)cc1Br)Nc1ccccc1N1CCOCC1	7.1%
CCOc1ccc(S(=O)(=O)NCCC(=O)N2CCCC(C)C2)cc1 (stereo unspecified)	6.1%
O=C1C=C(c2ccc(-c3ccccc3)cc2)C[C@@H](c2ccc(F)cc2)C1	1.2%
CC(C)(Cc1ccc(O)cc1)NC(=O)SCc1ccccc1	14.1%
O=C(Cn1cc([N+](=O)[O-])ccc1=O)N1CCc2ccccc21	-1.4%
CC(=O)N1CCC(CCCC2CCN(C(C)=O)CC2)CC1	-1.3%
Cc1cccc(C(=O)NCC(=O)Nc2ccncc2)c1	0.4%

Next part.
SMILES	L3MBTL1 inh
CCC(=O)NC(c1cccs1)c1cc(Cl)c2ccccc2c1O (stereo unspecified)	-0.6%
COc1ccc(/C=N/Nc2cc(C)nc3ccccc23)cc1	14.4%
COc1cccc(CNC(=O)COC(=O)C23CC4CC(CC(Cl)(C4)C2)C3)c1	8.9%
C=CCn1c(-c2cccc(S(=O)(=O)N3CCOCC3)c2)n[nH]c1=S	6.6%
O=C(CCC1CCCCC1)Nc1nncs1	4.8%
Cc1ccc(SCCC(=O)NNC(=O)c2ccccc2F)cc1	1.2%

Filtered by structure: the entries above containing a COOH group (two)
SMILES	L3MBTL1 inh
C#CCOCCOCCOCCNc1nc(OC)nc(N2CCN(C(=O)[C@H](CCC(=O)O)n3cc(C(N)CO)nn3)CC2)n1 (stereo partly specified)	-11.9%
CC[C@@H]1C=C(C(=O)O)[C@H](c2ccc(C#N)cc2)N1S(=O)(=O)c1ccc(C)cc1	1.9%

A run of entries of the results above, as a working copy:
SMILES	L3MBTL1 inh
CCC(=O)NC(c1cccs1)c1cc(Cl)c2ccccc2c1O (stereo unspecified)	-0.6%
COc1ccc(/C=N/Nc2cc(C)nc3ccccc23)cc1	14.4%

A portion of the library; the hit share may differ from the screen's.
